Compound activity as filed in PubChem BioAssay.
p47phox inh: blocks human p47phox regulatory protein of NADPH oxidases. inhibition, % at 24.7 µM. p47phox/p22phox peptide binding, fluorescence polarization, 2 h. actives 0.53% (n = 220,000);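 active means inhibition above about 30%, limit read from the data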;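 further: 0% = p47phox with labelled peptide and 100% = labelled peptide alone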
Runt-SMMHC FRET: inhibitors of human RUNX1 Runt domain binding to CBFb-SMMHC; Q01196+Q13951; Cerulean-Runt/Venus-CBFb-SMMHC FRET ratio 530/480, 1 h; inhibition, % at 20 µM; actives 0.74% (n = 220,000); AID 1434;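 active means mean inhibition across duplicate retests at 20 µM reaching about 50%, limit read from the data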;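 further: 0% = DMSO wells and 100% = wells with excess untagged CBFb-SMMHC; inhibitors lower the FRET ratio by blocking Runt binding to CBFb-SMMHC; some results filed as inactive read as strong as hits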
RBBP9 inh: human RBBP9 hydrolase inhibition; inhibition, % at 7.94 µM; recombinant RBBP9, FP-Rh probe fluorescence polarization; O75884; AID 1515; actives 0.2% (n = 220,000);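 active means inhibition above the campaign mean of all tested compounds plus 3 SD, cut at about 14% in these data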;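 further: plate controls were DMSO wells with RBBP9 for no effect and wells lacking RBBP9 protein for full effect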
Target sequence (O75884 whole entry, looked up): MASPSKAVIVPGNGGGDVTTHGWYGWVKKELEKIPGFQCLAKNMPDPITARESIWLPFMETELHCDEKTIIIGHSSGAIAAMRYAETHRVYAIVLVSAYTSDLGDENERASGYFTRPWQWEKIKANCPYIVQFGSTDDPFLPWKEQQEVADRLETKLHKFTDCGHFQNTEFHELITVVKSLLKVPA
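system = RBBP9 protein | input = RBBP9 at 2.5 µM in dispensed solution, before mixing | measured by = fluorescence polarization (mP), excitation 525 nm, emission 598 nm | incubation = enzyme-compound preincubation 30 min, then probe labeling 45 min, 25 °C | buffer or medium = Tris-NaCl-Pluronic buffer, pH 8.0 | compound = single dose 7.94 µM | also added = FP-Rh probe, 375 nM dispensing solution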
Runt-CBFb FRET: blocks binding of human RUNX1 Runt domain to CBFb; Q01196+Q13951; AID 1496; Cerulean-Runt/Venus-CBFb FRET ratio 530/480, 1 h; actives 0.46% (n = 220,000); inhibition, % at 20 µM;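 active means inhibition over about 50% at 20 µM in the single-dose screen, limit read from the data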;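 further: 0% = DMSO wells and 100% = excess unlabeled CBFb competitor control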
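test system = Cerulean-Runt domain fusion protein, energy donor | probe or stimulus = Venus-CBFb binding partner, 100 nM | incubation = two 1 h room-temperature incubations shielded from light | detection = fluorescence energy transfer, 422 nm excitation, 530/480 nm emission | measure = loss of energy transfer signal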
p97 inhibitor: inhibitors of human p97 ATPase | P55072 | actives 0.42% (n = 220,000) | inhibition, % at 8 µM | recombinant p97 ATPase, Kinase-Glo ATP luminescence, 3 h; in the data active means inhibition above about 15%;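 further: 0% = DMSO vehicle and 100% = wells lacking enzyme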
Target sequence (P55072 whole entry, looked up): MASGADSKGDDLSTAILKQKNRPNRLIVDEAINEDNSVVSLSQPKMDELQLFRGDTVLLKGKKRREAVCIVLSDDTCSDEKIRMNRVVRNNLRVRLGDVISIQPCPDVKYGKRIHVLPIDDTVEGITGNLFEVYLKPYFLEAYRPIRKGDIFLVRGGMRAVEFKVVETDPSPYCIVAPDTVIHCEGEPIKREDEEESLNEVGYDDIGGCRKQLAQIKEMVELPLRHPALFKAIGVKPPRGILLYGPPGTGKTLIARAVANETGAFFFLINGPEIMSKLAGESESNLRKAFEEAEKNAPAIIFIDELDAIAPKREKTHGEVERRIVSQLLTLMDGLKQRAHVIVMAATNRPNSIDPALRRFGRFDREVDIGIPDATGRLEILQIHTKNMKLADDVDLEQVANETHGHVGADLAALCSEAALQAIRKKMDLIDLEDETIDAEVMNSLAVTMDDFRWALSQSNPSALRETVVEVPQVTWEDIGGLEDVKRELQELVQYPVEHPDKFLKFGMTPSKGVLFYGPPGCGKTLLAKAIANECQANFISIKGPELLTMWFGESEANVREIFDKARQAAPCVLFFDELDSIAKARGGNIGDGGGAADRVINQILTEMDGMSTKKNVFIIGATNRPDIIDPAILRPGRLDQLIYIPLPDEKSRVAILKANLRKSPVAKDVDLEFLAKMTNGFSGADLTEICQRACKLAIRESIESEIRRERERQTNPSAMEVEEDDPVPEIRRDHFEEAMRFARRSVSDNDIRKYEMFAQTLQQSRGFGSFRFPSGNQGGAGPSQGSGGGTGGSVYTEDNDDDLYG
Furin inh: human furin inhibition; P09958; purified furin, fluorogenic substrate cleavage; inhibition, % at 30 µM; actives 0.061% (n = 220,000); AID 463115; in the data active means inhibition above about 25%; further: inactives centre near -15
Calpain2 inh: inhibitors of pig calpain II | actives 0.37% (n = 220,000) | inhibition, % at 16 µM | purified calpain II, fluorogenic peptide substrate, 30 min;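 active means inhibition above about 50%, limit read from the data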
EBV gp42 block: EBV gp42 inhibition; Q1HVG2; Fluorescence polarization binding assay, mP read-out; inhibition, % (tested at 21.74 µM); actives 0.42% (n = 220,000); in the data active means inhibition above about 50%
TbHK1 inh: blocks Trypanosoma brucei hexokinase 1 activity; recombinant TbHK1, G6PDH-coupled NADH A340; inhibition, % at 10 µM; actives 0.11% (n = 220,000); AID 1430;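 active means inhibition of 50% or more in the single-dose primary screen; inactive means inhibition below 50%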
The depositor's hits bear a star; x = not tested or not shown; [ ] = another dose, or the depositor's remark.

Below each compound – TbHK1 inh	EBV gp42 block	Calpain2 inh	Runt-CBFb FRET	p47phox inh	Runt-SMMHC FRET	p97 inhibitor	Furin inh	RBBP9 inh
> COc1ccc(/C=N/NC(=O)c2cc(-c3ccccc3OC(C)C)nc3ccccc23)cc1CN1CCOCC1
    -37	-11	-68	-2	-18	-8	7	-16	-10
> Cc1ccc2c(c1)NC(=O)CC(c1ccccc1)=N2
    -7	17	-9	-1	-7	1	-6	-4[20 µM]	-8
> CCOCCCNC(=S)N1C2CCC1CC(NC(=O)Nc1ccc(C(=O)OCC)cc1)C2 (stereo not given)
    -3	-18	0	1	-5	3	1	-4	-6
> CCc1cccc2c(C#N)cn(CCOc3ccccc3OC)c12
    0	-11	-4	-1	-11	-3	-1	-19	-2
> CCCC[N+](CC#CCO)(CC#Cc1ccccc1)CCCC
    0	-6	-20	0	-3	-3	3	-29	-5
> Cc1nn(CC(=O)Nc2cccnc2)c(=O)c2ccccc12
    -1	-8	-30	-1	1	3	5	-25	-5
> COCCCn1c(SCC(=O)NC(C)C)nnc1-c1ccccc1
    -2	-9	-21	1	-5	4	3	-18	-5
> Cc1ccc(C(C(=O)Nc2ccc(C(C)C)cc2)N(C)C(=O)c2ccc(=O)[nH]c2)cc1 (stereo not given)
    -7	-7	-52	-13	-3	0	1	-13	7
> CCOc1ncccc1C(=O)Nc1ccc(S(=O)(=O)Nc2nccs2)cc1
    -7	-20	-17	-2	-13	0	5	-25	-5
> O=C(OCCN1C(=O)c2ccccc2C1=O)c1ccccc1
    0	-15	-21	1	-5	-4	0	-30	-4
> N#CC1=C(N)SC(C(=O)c2ccccc2)C1c1cccs1 (stereo not given)
    6	9	4	1	8	1	4	-3[20 µM]	5
> COc1cccc2cc(C(=O)C3=C(O)C(=O)N(CCN4CCOCC4)C3c3ccc(Cl)cc3)oc12 (stereo not given)
    -19	-22	-75	0	-10	-1	4	-7	-4
> CC(C(=O)O)n1nnc2ccccc21 (stereo not given)
    -7	-12	18	3	-4	-5	6	-8	8
> COc1nc(-c2ccccc2)cc(C(F)(F)F)n1
    0	-14	-14	-1	-20	2	-7	-16[20 µM]	-4
> CC(C)CCOC(=O)C(C)Sc1n[nH]c(=O)[nH]c1=O (stereo not given)
    2	1	8	0	-8	-3	0	-17	2

Sorted by length of the SMILES (lowest first): four of the compounds above.
Below each compound – TbHK1 inh	EBV gp42 block	Calpain2 inh	Runt-CBFb FRET	p47phox inh	Runt-SMMHC FRET	p97 inhibitor	Furin inh	RBBP9 inh
> Cc1ccc2c(c1)NC(=O)CC(c1ccccc1)=N2
    -7	17	-9	-1	-7	1	-6	-4[20 µM]	-8
> COCCCn1c(SCC(=O)NC(C)C)nnc1-c1ccccc1
    -2	-9	-21	1	-5	4	3	-18	-5
> Cc1ccc(C(C(=O)Nc2ccc(C(C)C)cc2)N(C)C(=O)c2ccc(=O)[nH]c2)cc1 (stereo not given)
    -7	-7	-52	-13	-3	0	1	-13	7
> COc1cccc2cc(C(=O)C3=C(O)C(=O)N(CCN4CCOCC4)C3c3ccc(Cl)cc3)oc12 (stereo not given)
    -19	-22	-75	0	-10	-1	4	-7	-4

Continuation.
Below each compound – TbHK1 inh	EBV gp42 block	Calpain2 inh	Runt-CBFb FRET	p47phox inh	Runt-SMMHC FRET	p97 inhibitor	Furin inh	RBBP9 inh
> O=C(COc1cccc(NC(=O)c2cccc([N+](=O)[O-])c2)c1)c1ccc(Br)cc1
    4	-13	-15	1	-16	-1	1	-4	-5
> COc1ccc(OC)c2[nH]c(=O)c(CCNC(=O)C(=O)c3c(C)[nH]c4ccccc34)cc12
    -17	-4	-6	-2	-10	1	3	-17	-1
> CC(C)(C)OC(=O)CNC(=O)c1[nH]cnc1C(=O)Nc1ccc(CNC(=O)OC(C)(C)C)cc1
    -15	4	43	-5	-11	-2	x	-31	x
> O=C(Cc1ccccc1)NN1C(=O)C2C3C=CC([C@@H]2C1=O)C31CC1 (stereo not given in full)
    2	6	-10	1	-4	0	6	-20	-4
> CCCS(=O)(=O)N1CCN(CCN2C(=O)c3cccc4cccc(c34)C2=O)CC1
    -14	-16	5	-3	3	-1	-1	-23	2
> CCO/C=C1\C(=O)N(c2ccc(OCC)cc2)C(=O)c2ccccc21
    -4	-10	-322	1	-3	-2	2	-20	0
> O=C(COC(=O)Cn1cnc2ccccc21)Nc1cccc2c1C(=O)c1ccccc1C2=O
    -18	20	-30	-39	-6	-85	-3	-19	-5
> COc1cc(C(=O)N(Cc2cc3cc(C)ccc3[nH]c2=O)CC2CCCO2)cc(OC)c1OC (stereo not given)
    -11	-53	-42	-1	-20	3	3	-18	3
> CN(C(=O)CSc1nc(-c2ccc(F)cc2)cs1)C1CCS(=O)(=O)C1 (stereo not given)
    3	-14	2	-1	0	1	2	-20	1
> CCC1Oc2ccc(C)cc2N(Cc2cccc(C)c2)C1=O (stereo not given)
    -2	6	28	-1	2	-6	1	5	-1
> COc1ccccc1-c1cc(C(=O)N/N=C\c2cnn(C)c2C)c2ccccc2n1
    -23	-4	-10	-1	3	-2	3	-16	-7
> Cc1nc(-n2nnc3ccccc32)c2c3c(sc2n1)CCCC3
    -7	4	-89	-2	-6	3	-6	-10	2
> Clc1ccc(-c2nnc(-c3ccccc3Cl)o2)cc1
    1	-7	13	-2	-4	-1	-4	-25	-8
> CSc1ccccc1NC(=O)CN(C)S(=O)(=O)c1ccc(F)cc1
    1	-17	13	1	4	-2	0	-14[20 µM]	8
> CCCn1c(SCC(=O)/C(C#N)=C(\C)N)n[nH]c1=O
    0	-2	-26	-1	-7	1	1	-21	2
> CCOC(=O)C1CCN(C(=O)c2ccc3snnc3c2)CC1
    -1	-21	-19	-1	-9	5	-2	-4[20 µM]	4
> O=C(NNC(=O)C(O)(c1ccccc1)c1ccccc1)C1CC1
    -3	-14	-9	1	-1	2	2	-25	-5
> Cc1c(Cl)c(C(=O)NC2CCCC2)nn1C
    -3	1	15	0	7	-9	3	-2[20 µM]	1
> CC(=O)NC(c1cccc([N+](=O)[O-])c1)c1c(OC(C)=O)ccc2ccccc12 (stereo not given)
    -7	-5	-7	x	-11	x	-4	-6[20 µM]	-7
> CCOc1ccc(C(=O)N/N=C/c2cc(Cl)ccc2[N+](=O)[O-])cc1
    -8	19	-18	-3	-6	-1	8	-28	-5
> CC(C1CC2CCC1C2)n1c(-c2cccs2)n[nH]c1=S (stereo not given)
    9	6	16	2	-12	5	-2	-19	-11
> O=C(O)CCC(=O)NCCc1cccc(Cl)c1
    -4	-9	-15	-2	-6	0	6	-10	-2
> CCCCNC(=O)COC(=O)c1ccc(NC(C)=O)cc1
    2	-13	-14	-1	-9	2	5	-30	-8
> CCCOc1ccc(Oc2nc(-c3ccncc3)nc3ccccc23)cc1
    -5	-12	18	-8	-8	-5	0	-13	-4
> COc1ccc(-n2nnnc2-c2cnc3cc4c(cc3c2C)OCO4)cc1
    -11	-12	4	-1	-3	4	-2	-11[20 µM]	-5
> C/C(CC(=O)Nc1ccc(Cl)cc1Cl)=N\NC(=O)C(=O)N1CCCC1
    -1	14	3	0	13	1	-1	-13	-1
> COc1ccc2nc(NNC(=O)c3cc(=O)c4ccccc4o3)sc2c1
    -1	-16	-5	39	-5	-8	2	-21	-2
> Oc1ccc2[nH]ccc2c1
    0	-2	-65	0	1	3	0	-5	-2
> CC1=Nc2cc(C(=O)NCCCOC(C)C)ccc2Sc2ccc(C)cc21
    -6	-14	-1	-6	-18	-8	-2	-2	1
> CC1CCC(C(C)C)C(OC(=O)Cn2c(-c3ccc(Cl)cc3)[n+](C)c3ccccc32)C1 (stereo not given)
    7	-9	-16	-2	-1	-1	-2	-23	6
> CC(O/N=C/c1ccccc1OC(F)F)C(=O)Nc1cccc(S(=O)(=O)N2CCOCC2)c1 (stereo not given)
    2	3	25	-7	-11	4	-7	0	-1
> CC1(C)CC(=O)c2c(nn(-c3ccccc3)c2N)C1
    25	-7	-32	1	0	3	4	-9	-4
> Cc1coc(C)c1C(=O)CC1(O)C(=O)N(CCc2ccccc2)c2ccccc21 (stereo not given)
    4	7	-65	12	-10	5	-3	-6[20 µM]	-11
> Cc1nc(-c2cc(-c3nc(-c4ccc(C(F)(F)F)cc4)no3)no2)cs1
    -5	-10	26	1	-5	-3	-4	-20	-9
> Cc1ccc(NC(=O)c2noc3c2CCCCC3)cc1
    -3	-11	-3	0	-9	-2	1	-33	-7
> CC1CCN(S(=O)(=O)c2cccc(C(=O)NCc3ccco3)c2)CC1
    1	-25	-5	-3	-12	-1	2	20[20 µM]	2
> CCOC(=O)N1CCC(NC(=O)c2oc3c(c2C)-c2[nH]ncc2CC3)CC1
    -5	-7	-37	3	-3	4	6	-12[20 µM]	-2
> COc1ccc(C)cc1NC(=O)CN(c1ccc(C)cc1)S(C)(=O)=O
    -6	-4	0	-4	-3	-1	7	-9	-4
> COCCOc1cc(COC)nc(-c2cccc(C)c2)n1
    0	-6	21	-1	-13	-2	-4	-6	4
> COc1cccc(/C=N/n2c(=S)n(C)c3cc(C)c(C)cc32)c1OC
    -6	-19	22	x	-11	-3	5	-7[20 µM]	3
> O=C1CC(C(=O)Nc2ccc(F)c(Cl)c2)N=C(N2CCCCC2)N1 (stereo not given)
    -4	-12	-15	2	-10	-4	7	-9[20 µM]	7
> CCOC(=O)C1CCN(Cc2cnc(Oc3ccc(Cl)cc3C)s2)CC1
    -3	4	31	-2	-14	4	-5	-28[20 µM]	-2
> CC(=O)Nc1ccc(CN2CCc3c([nH]c4ccccc34)C2c2ccccn2)cc1 (stereo not given)
    -10	12	-27	0	-4	1	0	-19	0
> Cc1ccc(-c2nc3c(c(=O)c4ccccc4n3C)c(=O)n2-c2ccc(F)cc2)cc1
    -13	-5	20	0	-8	1	2	-15	-4
> O=C(NC1CC1)c1cc(Cl)ccc1[N+](=O)[O-]
    -4	1	-16	1	-7	-2	-2	-6[20 µM]	-2
> CCOc1ccc(C2CC(=O)N(Nc3ccc([N+](=O)[O-])cc3[N+](=O)[O-])C2=O)cc1 (stereo not given)
    -5	-5	19	-1	0	-3	-5	2	5
> CCOc1ccc(N(C(C)C(=O)NN=C2CCCCCCC2)S(C)(=O)=O)cc1 (stereo not given)
    -2	-24	-8	-2	-19	-3	9	-16	-4
> O=c1c(-c2ccco2)[n+]([O-])c2ccccc2n1OCc1ccccc1[N+](=O)[O-]
    -2	6	-30	6	-13	21	-1	-15	-6
> CCOC(=O)N1CCN(C(=O)CSc2nnc(-c3cc(OC)cc(OC)c3)o2)CC1
    -5	-18	-6	1	-1	0	4	-26[20 µM]	-4
> CCN(CC)S(=O)(=O)c1cc(C(=O)OCC(=O)Nc2cccc(Br)c2)ccc1F
    24	9	21	0	-17	5	2	-11	-7
> CCOC(=O)C1C(=O)C(C(=O)OCC)C(c2cccnc2)NC1c1cccnc1 (stereo not given)
    6	-15	-15	-34	-15	-67	-4	-9	0
> OC(c1ccccc1)C(CN1CCOCC1)c1ccccc1 (stereo not given)
    7	-11	-8	2	4	0	-3	-16	0
> O=C(CCN1C(=O)c2ccc([N+](=O)[O-])cc2C1=O)Nc1cccc(O)c1
    -3	-15	-9	3	-10	-2	4	-22	-4
> COc1ccc(C2NC(=S)NC3=C2N2CCC3CC2)cc1 (stereo not given)
    -6	-6	19	0	3	-1	-6	-20	-7
> CCOC(=O)Cn1nc(-c2ccccc2)c2cnc3ccc(CC)cc3c21
    -5	-19	-11	-2	14	-6	6	-6	4
